ABHD5 PLIN5 PPI = inhibitors of human ABHD5-perilipin-5 interaction; Q00G26+Q8WTS1; Split G. princeps luciferase complementation, luminescence, 4 h; inhibition, % at 4 µM; actives 0.78% (n = 360,000); AID 602281;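 active = inhibition above the mean inhibition across every tested compound plus 3 SD, cut at about 22% in these data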;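 also: 0% = DMSO only wells and the 100% control is not disclosed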
N-glyco inh = N-linked glycosylation inhibition; D54 ERlucT glycosylation luciferase reporter, 24 h; percent of 100 nM tunicamycin response; reporter increase, % at 12.5 µM; actives 0.23% (n = 360,000); AID 588692;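 active = mean luciferase reporter signal, scaled so untreated is 0 and the glycosylation-blocking control 100, at or above a set limit in every replicate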;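 also: luciferase carries N-glycosylation sites so blocking glycosylation raises the light; 0% = median of neutral control wells and 100% = median of 100 nM tunicamycin wells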
ABCB6 inh MLPCN = inhibitors of human ABC transporter ABCB6; Q9NP58; fluorescence ratio to DMSO, % at 10 µM; K562-ABCB6 porphyrin accumulation, flow cytometry, 1 h; stronger effect = lower value; AID 602162; actives 0.19% (n = 360,000);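 active = fluorescence ratio to DMSO below 75%, the collection mean minus 3 SD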;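 also: signal is porphyrin accumulated inside mitochondria; 100% equals median channel fluorescence of DMSO control wells; lower ratio means ABCB6 inhibition with less porphyrin fluorescence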
Exocytosis inh = lytic granule exocytosis inhibition | actives 0.66% (n = 360,000) | inhibition, % at 10 µM | TALL-104 LAMP-1 surface exposure, flow cytometry; cells stimulated with thapsigargin and PMA;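 active = inhibition above about 55%, limit read from the data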
HTR2A ag = mouse HTR2A agonism via beta-arrestin recruitment; P35363; CHO-K1 mHTR2A beta-arrestin complementation, luminescence; percent of 30 µM serotonin response; activation, % at 7.6 µM; actives 0.66% (n = 360,000);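 active = activation above a run cutoff, the mean activation of all tested compounds plus 3 SD, cut at about 14% in these data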;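 also: 0% = plate median of compound wells and 100% = 30 µM serotonin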
Target sequence (P35363 whole entry, looked up): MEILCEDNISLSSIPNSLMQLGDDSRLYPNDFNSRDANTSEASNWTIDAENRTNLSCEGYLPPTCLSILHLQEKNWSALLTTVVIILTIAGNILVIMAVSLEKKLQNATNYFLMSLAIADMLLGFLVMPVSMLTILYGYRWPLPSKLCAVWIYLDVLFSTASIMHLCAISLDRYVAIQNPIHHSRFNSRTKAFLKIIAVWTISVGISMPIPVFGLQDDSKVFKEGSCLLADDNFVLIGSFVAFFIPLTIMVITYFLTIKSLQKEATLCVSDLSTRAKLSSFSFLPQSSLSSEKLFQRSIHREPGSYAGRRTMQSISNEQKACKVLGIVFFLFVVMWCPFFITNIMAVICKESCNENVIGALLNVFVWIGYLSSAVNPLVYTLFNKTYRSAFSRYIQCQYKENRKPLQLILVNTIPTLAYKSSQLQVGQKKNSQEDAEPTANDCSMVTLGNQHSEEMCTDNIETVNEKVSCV
H9c2 protect = myocardial damage modulation in H9c2 cells | H9c2 cardiomyocytes, H2O2 injury protection, ATPLite, 2 h | AID 588492 | protection from H2O2 cell death, % at 20 µM | actives 0.63% (n = 360,000);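 active = compounds giving at least 50% protection of heart cells from peroxide-induced death in the single-dose screen, raw or plate-pattern-corrected value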;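 also: 0% = DMSO wells with peroxide and 100% = DMSO wells without peroxide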
MC4R antagonist = human MC4R antagonism in cAMP assay; P32245; MC4R-expressing cells, MTII-stimulated cAMP, LANCE TR-FRET; inhibition, % at 6.5 µM; actives 0.48% (n = 360,000); AID 540295;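 active = inhibition above its plate's cutoff, the mean of tested wells on that plate plus 3 SD, cut at about 29% in these data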;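 also: 0% = Melanotan II alone and 100% = Melanotan II plus saturating MCL0020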
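material = U2OS cells stably expressing human melanocortin 4 receptor (MC4R) | also added = Melanotan II challenge | dosing = single nominal compound dose of 6.5 µM | detection = TR-FRET with Eu-cAMP and labeled anti-cAMP, 671 nm | replication = singlicate | timing = compound 30 min, challenge 1 h, detection 1 h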
MC4R barr agon = activates human MC4R beta-arrestin recruitment; actives 0.98% (n = 360,000); activation, % at 8.9 µM; U2OS MC4R beta-arrestin complementation, luminescence; percent of melanotan II response, DMSO zero; P32245;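 active = activation above a per-plate cutoff, the mean activation of sample wells on that plate plus 3 SD, cut at about 8% in these data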
CaV13 FRET inh = Primary screen for inhibitors of IQ motif and Ca2+-dependent inactivation inhibitor domain binding in CACNA1D, Förster resonance energy transfer in living cells, …; HEK cells, CFP/YFP FRET ICDI-IQ, plate reader, 10 min; percent FRET-ratio fall versus neutral wells; actives 0.098% (n = 340,000); inhibition, % at 12.3 µM;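 active = mean replicate inhibition of at least 30% and at least 1% of replicates passing that level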;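 also: 0% = median of the neutral control wells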
PDI turbidity = PDI (human) enzyme inhibition; inhibition, % at 10 µM; actives 0.052% (n = 350,000); AID 588391; P07237; PDI insulin aggregation turbidity, A650, 90 min;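 active = mean inhibition across replicates of 30% or more, whatever share of single replicates reach that level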;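 also: absorbance from insulin aggregation driven by PDI reduction with DTT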
Target sequence (P07237 whole entry, looked up): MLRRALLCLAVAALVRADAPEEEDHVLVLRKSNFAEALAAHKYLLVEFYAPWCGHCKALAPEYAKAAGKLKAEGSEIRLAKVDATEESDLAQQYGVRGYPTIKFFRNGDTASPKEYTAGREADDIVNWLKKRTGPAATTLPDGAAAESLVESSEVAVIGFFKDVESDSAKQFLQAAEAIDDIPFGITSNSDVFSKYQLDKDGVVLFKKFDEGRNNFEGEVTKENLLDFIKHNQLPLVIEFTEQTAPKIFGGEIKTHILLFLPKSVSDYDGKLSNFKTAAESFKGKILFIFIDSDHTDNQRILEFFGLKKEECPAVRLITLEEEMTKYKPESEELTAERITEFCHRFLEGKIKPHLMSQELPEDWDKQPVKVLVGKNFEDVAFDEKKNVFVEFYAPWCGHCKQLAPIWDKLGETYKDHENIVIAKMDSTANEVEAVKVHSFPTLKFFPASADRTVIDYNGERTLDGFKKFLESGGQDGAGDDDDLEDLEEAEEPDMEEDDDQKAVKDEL
An asterisk follows results filed as active; / = no result given.

SMILES	ABHD5 PLIN5 PPI	N-glyco inh	ABCB6 inh MLPCN	Exocytosis inh	HTR2A ag	H9c2 protect	MC4R antagonist	MC4R barr agon	CaV13 FRET inh	PDI turbidity
CS(=O)(=O)N(Cc1ccccc1)c1ccc(C(=O)NN=C2CCCCCC2)cc1	-5	1	88	-3	-9	1	3	-1.6	-2	12
CCN(CC)C(=O)c1ccccc1NC(=O)c1ccccc1	10	1	101	-2	2	1	-13	2.1	1	6
CCc1nnc(NS(=O)(=O)c2ccccc2)s1	-6	2	95	-2	0	1	-1	-1.3	-5	0
CC(=O)NC1C(OCCOc2ccc(Cl)cc2C)OC(CO)C(O)C1O (centres undefined)	4	2	96	-4	2	1	10	-1.5	-3	1
Cc1ccc(N/C(N)=N/c2nc3c(c(=O)[nH]2)CCCC3)c(C)c1	0	16	100	-4	-5	27	-9	-1.3	-4	-12
Cc1nn(CC(=O)NCCC2=CCCCC2)c(C)c1S(=O)(=O)N(C)C	-2	0	95	2	1	7	-1	-2.2	-5	-7
COc1ccc(N/C=C(\C#N)c2ccc(OCCCF)cc2)cc1	-5	3	96	-4	-4	-9	1	-0.5	/	0
Cc1cccc(NC(=O)c2ccc(N(C)C3CCCCC3)c([N+](=O)[O-])c2)n1	-1	-8	97	-2	-3	9	4	0.3	-5	-9
COc1cc(-n2c(C)nc3cc(C(=O)N4CCOCC4)ccc32)cc(OC)c1OC	0	1	103	1	8	1	-8	-1.1	-12	6
Cc1ccccc1C(=O)N/N=C1\SCC(=O)N1Cc1ccco1	4	2	95	1	3	1	8	-1.6	-3	-2
CCNC(=O)CSc1ncnc2sccc12	-1	-2	94	0	1	3	9	-0.1	/	8
CCOC(=O)N1CCN(C(=O)C[C@@H]2C[C@@]3(C(=O)OCC)CCCC=C3N(Cc3ccco3)C2=O)CC1	4	/	98	1	5	/	/	/	-3	/
COc1ccc(C(C(=O)NC2CCCC2)N(C(=O)Cc2cccs2)C2CC2)cc1OC (centres undefined)	7	-1	98	20	3	-1	7	-2.4	-7	6
COCCCNC(=O)C(C#N)c1nc2ccccc2nc1N1CCCC1 (centres undefined)	-8	1	107	-1	1	16	5	-0.9	-5	-7
O=C(c1cccc(S(=O)(=O)Nc2ccccc2F)c1)N1CCN(c2ccccc2F)CC1	5	-1	98	6	0	-5	12	-3.7	1	5
COc1ccc(CN(C)C(=O)c2cccc(C(=O)N(C)Cc3ccc(OC)cc3)c2)cc1	3	-3	94	11	-6	-1	19	-0.3	-2	2
Nc1nccc(-c2nn(-c3ccc(Cl)cc3)ccc2=O)n1	-4	0	105	-1	-9	-3	-2	1.6	-5	-4
COc1cc([N+](=O)[O-])cc(/C=N/NC(=O)c2cccnc2)c1O	-6	1	102	-3	-19	33	-12	-2.7	-4	-3
CC1(C)Cc2nc(-c3ccccc3)nc(SCC(=O)N3CCCC3)c2CO1	6	-2	101	-3	3	4	3	-1.0	-15	-2
CCOC(=O)c1c(NC(=O)CSc2nnc(Cc3ccccc3)o2)sc(C(C)=O)c1C	3	1	102	17	-1	-15	-1	3.5	-5	-2
Cn1nnc2cc(C(=O)Nc3ccc4ccccc4c3)ccc21	-1	-2	99	-1	-1	-1	11	-2.1	-5	-6
Cc1cc(=O)[nH]c(N/N=C/c2ccc(F)cc2)n1	-1	2	99	-9	-2	-5	3	-1.5	-20	-13
COc1ccc(OC)c(C2=C/C(=C/c3ccccn3)C(=O)O2)c1	6	-2	108	-2	4	-10	9	0.2	-33	-1
O=C(/C=C\c1ccccc1)Oc1cccc2cccnc12	9	-1	105	-1	7	1	-11	3.6	6	-6
Cc1cccc(NC(=O)c2nc[nH]c2C(=O)NCCCCCCNC(=O)c2[nH]cnc2C(=O)Nc2cccc(C)c2)c1	-10	4	93	-4	-4	95*	1	-1.4	-11	-13

(listing goes on)
SMILES	ABHD5 PLIN5 PPI	N-glyco inh	ABCB6 inh MLPCN	Exocytosis inh	HTR2A ag	H9c2 protect	MC4R antagonist	MC4R barr agon	CaV13 FRET inh	PDI turbidity
Oc1ccc(-c2[nH]ncc2-c2ccc(Cl)cc2)c(O)c1	10	0	93	5	1	-7	6	-2.1	-5	-14
CCCCn1c(N)c(N(CC(C)C)C(=O)c2oc3ccc(OC)cc3c2C)c(=O)[nH]c1=O	5	0	94	-3	0	-2	6	-1.9	-7	-6
C[C@H](CO)N1C[C@H](C)[C@@H](CN(C)CC2CCCCC2)Oc2ccc(NC(=O)CCN3CCOCC3)cc2C1=O	8	0	97	42	5	6	3	-1.4	-5	1
COc1ccccc1NC(=O)C1CCCN(S(=O)(=O)c2ccc3c(c2)CC(C)N3C(C)=O)C1 (centres undefined)	-7	-1	97	2	3	-11	8	-1.2	-6	2
COc1ccc(NC(=O)c2c(F)c(F)c(F)c(F)c2F)cc1Cl	3	2	113	5	9	-13	14	2.7	/	13
O=C1OCCC/C1=C\c1ccc2c(c1)OCO2	1	1	96	1	3	2	7	-0.3	-19	-1
Cc1ccsc1C(=O)OCC(=O)NCc1ccc(Cl)cc1	10	1	100	3	-3	0	-3	1.0	-5	29
O=C(/C=C/c1ccco1)Nc1scc(-c2ccccc2)c1C(=O)O	10	-15	98	1	-7	-13	10	-0.2	-5	1
COc1cccc(Cn2cc(/C=N/NC(=O)c3cc(O)cc(O)c3)c3ccccc32)c1	1	0	95	31	-2	-6	2	-2.3	-2	-4
CCC(C(=O)OCC(=O)Nc1c(C)nn(-c2ccccc2)c1C)c1ccccc1 (centres undefined)	6	0	92	5	11	4	6	-2.4	-5	2
COc1cccc(CNC(=O)CCC2CCCN(C(=O)c3cccc(Cl)c3)C2)c1 (centres undefined)	0	1	93	0	-4	2	3	-0.6	-11	-6
O=C(Nc1nnc(C2CC2)o1)c1ccc(S(=O)(=O)N2CCCCC2)cc1	-3	1	95	2	1	17	-1	-1.7	-7	-2
CCOC(=O)c1sc(=S)n(C)c1C	1	1	94	0	6	2	9	1.3	-4	-3
O=C(CNC(=O)c1ccco1)NCC(=O)OCc1ccc(Cl)cc1	9	-1	82	-2	6	6	3	-0.5	/	1
CC(=O)c1cccc(S(=O)(=O)NC2CCCCCC2)c1	-4	0	96	4	-4	3	-1	-1.5	-2	-1
CS(=O)(=O)N1CCN(c2ccc([N+](=O)[O-])c(NCc3ccccc3)c2)CC1	2	-4	101	-4	-2	12	10	-2.6	/	-1
CCN(CC)S(=O)(=O)c1ccc(NS(=O)(=O)c2ccc(C)c(C)c2)cc1	1	-1	92	1	-3	-3	-3	-1.5	-3	-8
CCN(CCCNC(=O)CCc1nc(-c2ccc(OC)cc2)no1)c1cccc(C)c1	-6	-2	101	10	0	-17	2	0.4	-1	0
C#CC[N+](C)(C)CC#Cc1ccccc1	-1	6	102	-2	-2	0	-1	-0.5	-2	0
Cc1cccc(N(Cc2ccccc2)C(=O)c2ccc(S(C)(=O)=O)cc2)c1	2	-2	101	11	4	4	5	-2.3	-5	-3
Cc1cccc(C)c1N1C(=O)c2cccc([N+](=O)[O-])c2C1=O	3	-1	89	2	0	2	-1	-1.7	-5	1
CCOC(=O)C1=C(CSc2nc3c(cc2C#N)CN(C)CC3)OC(N)=C(C#N)C1c1ccc(F)cc1 (centres undefined)	-5	4	119	-2	-5	13	-2	-1.5	-4	3
COc1cc(OC)cc(-c2nc(-c3cc4cc(C)ccc4nc3OC)no2)c1	0	0	95	2	1	9	-3	-2.5	/	-13
Cc1nc2sc(C(c3ccco3)N3CCC(C)CC3)c(O)n2n1 (centres undefined)	5	1	91	4	4	17	4	0.0	-9	/
O=C(Nc1ccccc1C(=O)O)c1ccc(NC(=O)C2CC2)cc1	1	-3	95	-1	7	-19	-4	-2.0	-7	0

Remaining list, next part
SMILES	ABHD5 PLIN5 PPI	N-glyco inh	ABCB6 inh MLPCN	Exocytosis inh	HTR2A ag	H9c2 protect	MC4R antagonist	MC4R barr agon	CaV13 FRET inh	PDI turbidity
CCc1ccc(OCC(=O)NCc2ccco2)c(Br)c1	9	-2	91	9	5	-4	-16	1.7	-7	3
Cc1ccccc1-c1nc2ccccc2c(=O)n1/N=C/c1ccccc1[N+](=O)[O-]	-10	-2	95	67*	-2	32	0	-5.2	-7	-2
COc1ccc(Cl)cc1S(=O)(=O)N1CCN(C(=O)c2n[nH]c(=O)c3ccccc23)CC1	-1	-12	100	4	-2	5	6	-3.0	-5	-3
Cc1c(C(=O)NCc2ccccc2C(F)(F)F)sc(=O)n1Cc1ccc(S(=O)(=O)N(C)C)cc1	-3	-4	103	-3	0	0	7	-1.7	19	7
COC(=O)CSc1ccc2nnc(CCNS(=O)(=O)c3ccccc3)n2n1	2	0	103	-1	-2	6	2	-0.4	-7	-18
Cn1nnc(NC(=S)NC(=O)c2ccc(-c3ccc(Br)cc3)o2)n1	1	2	93	-4	0	16	16	-2.1	-6	-3
COc1cc(C(=O)Nc2ccc(S(=O)(=O)Nc3nccc(C)n3)cc2)cc(OC)c1OC	3	1	94	-2	4	-5	14	-1.5	-5	4
CN(CC(=O)Nc1ccc(F)c(F)c1F)C(=O)c1cc(S(=O)(=O)N(C)C)ccc1N1CCCC1	4	2	92	-1	-5	-10	2	-1.1	-6	-7
O=C(CCCn1cc([N+](=O)[O-])cn1)NCc1ccccc1	1	1	94	2	7	6	11	-1.0	-6	-1
O=C(CSc1nc2ccccc2o1)Nc1nncs1	-7	0	96	-2	-4	11	0	-3.2	-5	-4
C#CCOc1ccc(/C=N/O)cc1Cl	-3	3	90	4	8	-6	4	-1.4	0	-8
CCCc1nn2c(=O)cc(CSCC(=O)Nc3ccc(C)cc3)nc2s1	-9	2	99	-6	-2	-6	11	-0.3	-2	8
CC(C)Cn1c(N)c(C(=O)COC(=O)CN2C(=O)C3CC=CCC3C2=O)c(=O)n(C)c1=O (centres undefined)	0	-2	99	0	0	-23	17	0.6	0	6
O=C1c2cccc3cc([N+](=O)[O-])cc(c23)C(=O)N1CC1CCCO1 (centres undefined)	-4	16	95	11	-3	28	14	-3.1	-24	23
CNC(=O)Nc1ccc(S(N)(=O)=O)cc1	-2	0	101	-12	4	1	23	0.4	-9	2
COC(=O)c1ccc(C2/C(=C(\O)c3ccc4c(c3)OCCO4)C(=O)C(=O)N2CCCN(C)C)cc1 (centres undefined)	-2	1	82	-2	3	5	2	-1.4	0	4
CC(C)(C)NC(=O)N1CCCN(c2ccc(C(F)(F)F)cn2)CC1	-2	1	99	-4	-1	0	2	-0.5	-11	0
NS(=O)(=O)c1ccc(NC(=O)COc2cccc3ccccc23)cc1	0	-2	99	0	2	-8	-5	-2.3	-7	0
O=C(COC(=O)c1cccnc1Cl)Nc1ccc(S(=O)(=O)N2CCOCC2)cc1	-7	1	93	-8	-2	7	-1	-1.3	-6	1

Assay outcomes from PubChem BioAssay.
